# Wee1 stabilizer: Wee1 degradation inhibitors, primary screen, cell-based, HeLa, Wee1K328M-luciferase, luminescence; Wee1-like protein kinase (Homo sapiens), P30291; HeLa Luc-Wee1K328M stability; 100% = proteasome inhibitor MG132 effect; reporter increase, % at 5 µM; actives 1.2% (n = 220,000);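 active means activation above the mean of all tested compounds plus 3 SD, set per screening run, cut at about 8.8% in these data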;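 further: cells exposed to compound for 20 h before luminescence read; 0% = DMSO alone and 100% = MG132 at 30 µM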
# BaF3 parental: parental Ba/F3 cell viability inhibition, counter-screen for JAK2V617F inhibitor project, murine pro-B, CellTiter-Glo luminescence; CellTiter-Glo ATP luminescence; inhibition, % at 5.6 µM; actives 1.1% (n = 220,000);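 active means inhibition above a per-campaign cutoff, the mean inhibition of all tested compounds plus 3 SD, cut at about 27% in these data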;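 further: 0% = DMSO wells and 100% = JAK Inhibitor I control wells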
# NPY-Y2 PAM-ag: NPY-Y2 potentiators or agonists, primary screen, cell-based; AID 1359, 2008; cells expressing NPY-Y2, potentiator/agonist read-out; activation, % at 3.6 µM; actives 0.45% (n = 220,000); in the data active means activation above about 27%;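 further: cells stimulated with NPY near EC25 plus isoproterenol at EC100; 0% = vehicle plus submaximal agonist and 100% = vehicle plus saturating agonist; some results beyond the cut were filed as inactive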
# eIF4E 4G PPI: eIF4E–eIF4G protein interaction inhibitors, primary screen, biochemical, uHTS, TR-FRET, eIF4GI fragment; Eukaryotic translation initiation factor 4E (Mus musculus) + Eukaryotic translation …; TR-FRET eIF4E-eIF4GI(517-606) binding, 2 h; inhibition, % at 21.7 µM; actives 0.37% (n = 220,000);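 active means inhibition above about 30%, limit read from the data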;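 further: 0% = full FRET control wells and 100% = background wells lacking eIF4GI fragment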
# Ba/F3 V617F tox: reduced viability of JAK2V617F-dependent Ba/F3 cells, primary screen, JAK2V617F inhibitor project, cell-based, Ba/F3 EpoR-JAK2V617F, luminescence | ATP luminescence | inhibition, % at 5.6 µM | actives 1.1% (n = 220,000) | AID 1446, 2008;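 active means inhibition above the campaign mean plus 3 SD over all tested compounds, cut at about 24% in these data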;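 further: cytokine-independent growth of Ba/F3 cells driven by EpoR plus mutant JAK2; 0% = DMSO-treated cells and 100% = JAK inhibitor I control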
# S1P4 ag: S1P4 receptor agonists, primary screen, cell-based | Sphingosine 1-phosphate receptor 4 (Homo sapiens), O95977 | activation, % at 4.98 µM | S1P4-expressing cell line, agonist reporter assay | actives 0.35% (n = 220,000); in the data active means activation above about 11%;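 further: 0% = DMSO vehicle and 100% = reference agonist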
# Mdm2 ligase inh: MDM2-luciferase reporter signal enhancers, primary screen, MDM2 E3 ligase inhibitor project, cell-based, luminescence, 1536-well; E3 ubiquitin-protein ligase Mdm2 (Homo sapiens), Q00987; cell-based MDM2 ubiquitination luciferase reporter, 2 h; 0 = plate control, 100 = twice control, blank-subtracted; signal enhancement, % at 5 µM; actives 0.11% (n = 210,000); AID 1230, 2008;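 active means signal enhancement of 30% or more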;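 further: luminescence tracks abundance of the self-degrading MDM2-luciferase fusion protein; higher signal means inhibition of MDM2 E3 ligase activity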
#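 test system = mammalian cells stably expressing self-ubiquitinating, self-degrading MDM2 E3–luciferase fusion | quantity = 2000 cells/well | incubation = cell settling 4 h, compound treatment 2 h, both 37 °C | signal = luminescence with SteadyLite reagent, 15 min at room temperature | evaluation = % enhancement relative to plate controls after blank subtraction | benchmarks = plate controls and plate blanks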
# PERK inh: block of dimerizer-induced PERK translation repression, primary screen, PERK inhibitor project, CHO PERK-DD cells, SEAP luminescence, HTS; actives 0.17% (n = 220,000); inhibition, % at 5.6 µM; AID 1416, 2008; CHO PERK-DD fusion, SEAP luminescence translation reporter;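 active means inhibition above the mean inhibition of all tested compounds plus 3 SD, set separately per screening campaign, cut at about 2.9% in these data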;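 further: PERK kinase domain activated by AP20187 dimerizer at 100 nM; 0% = DMSO with dimerizer and 100% = rapamycin at 8.4 µM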
# S1P4 antag: S1P4 receptor antagonists, primary screen, cell-based. S1P4-expressing cells, antagonist mode, reporter read-out. actives 0.26% (n = 220,000). inhibition, % at 4.98 µM; in the data active means inhibition above about 29%;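 further: 0% = wells stimulated with agonist and 100% = vehicle wells without agonist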
# * marks the source's active call; other numbers are inactive results; x = not tested or not shown; [ ] = another dose, or the depositor's remark. Not a hit list; any-hit rate near 4.1%.
1	Cc1oc(C(C)(C)C)cc1C(=O)Nc1cccc(/C=C/C(=O)O)c1
2	CCOC(=O)N1CCC(=NNc2ccc(S(=O)(=O)N3CCOCC3)cc2[N+](=O)[O-])CC1
3	CNc1nc(-c2ccc3c(c2)CCN3S(=O)(=O)c2ccccc2)c(C)s1
4	CC(NC(=O)c1cn(C)c2ccc(S(=O)(=O)N3CCCC3)cc2c1=O)c1ccc2c(c1)OCCO2 (centres undefined)
5	CC(=O)c1ccc(NC(=O)CSc2ccsc2[N+](=O)[O-])cc1
6	CC(OC(=O)CCCc1nc2ccccc2s1)C(=O)NC(N)=O (centres undefined)
7	COc1ccc(C(=O)Nc2cccc(-c3ccc4nncn4n3)c2)cc1
8	CCCN1CCN(C(=O)Nc2cccc(C(F)(F)F)c2)CC1
compound no.	1	2	3	4	5	6	7	8
Wee1 stabilizer	0	-1	2	1	0	1	-3	5
BaF3 parental	7	4	2	1	4	-4	13	5
NPY-Y2 PAM-ag	0	9	13	2	4	-21	0	4
eIF4E 4G PPI	-6	-1	-1	3	32*	-4	-2	-1
Ba/F3 V617F tox	2	0	-1	-5	-3	-2	5	1
S1P4 ag	-2.4	2.8	0.2	-1.8	-0.6	0.2	-0.3	1.4
Mdm2 ligase inh	-9	-6	17	-3	-5	-11	-5	-14
PERK inh	0.7	-0.2	-1.0	-0.5	0.4	0.5	0.6	0.3
S1P4 antag	-6	-1	-2	-8	-12	-2	-14	-11

9	Cc1nc(-c2ccc(NC(=O)c3cccs3)cc2)cs1
10	O=C(C1CCCN(S(=O)(=O)c2cccc3cccnc23)C1)N1CCc2ccccc21 (centres undefined)
11	Cc1ccc(C)c(S(=O)(=O)NCc2ccc(C(=O)N3CCN(C)CC3)cc2)c1
12	CC(/C=C/c1ccc(N(C)C)cc1)=N/N=C1/NC(=O)CC(C(=O)Nc2ccc(Cl)cc2)S1 (centres undefined)
13	CC(C)CC(=O)N1CCC(O)(CS(=O)(=O)c2ccc(Cl)c(Cl)c2)CC1
14	N#Cc1c(-c2cccs2)nc(SCc2ccc(Cl)cc2)[nH]c1=O
15	Cc1cccc(NC(=O)C23CCC(C)(C(=O)O2)C3(C)C)c1 (centres undefined)
16	COc1cc([N+](=O)[O-])ccc1NC(=O)CCCOc1cccc(C)c1
compound no.	9	10	11	12	13	14	15	16
Wee1 stabilizer	0	1	2	2	5	-5	-1	-1
BaF3 parental	13	2	3	5	0	3	-2	2
NPY-Y2 PAM-ag	-17	18	-6	18	-1	8	6	-19
eIF4E 4G PPI	3[fluorescence artefact?]	-2	3	0	-1	13	5	10
Ba/F3 V617F tox	11	-2	-1	0	-1	-5	-6	-1
S1P4 ag	1.3	0.2	0.4	1.9	2.1	2.7	-1.3	1.6
Mdm2 ligase inh	-69	-11	6	14	-8	-3	-4	-9
PERK inh	0.0	-1.1	0.5	-0.1	-0.1	0.5	0.1	1.4
S1P4 antag	0	-6	-21	-5	-9	2	0	-9

17	CCc1ccccc1NC(=S)N(Cc1ccc(C(=O)O)cc1)Cc1ccc(OC)c(OC)c1
18	O=C(CSc1nnc(COc2ccc(Cl)cc2)n1Cc1ccco1)c1ccccc1F
19	CCC(=O)Nc1ccc(NC(=S)NC(=O)c2cc3ccccc3o2)cc1
20	CN1C(CC(=O)c2ccccc2)CCCC1CC(O)c1ccccc1 (centres undefined)
21	CC(=O)NC(CCCCNC(=S)NC1CCCCC1)C(=O)O (centres undefined)
22	COc1cc(/C=N/NC(=O)c2cccc([N+](=O)[O-])c2)cc(OC)c1O
23	N#C/C(=C\c1ccccn1)c1nc2ccccc2s1
24	Cc1noc(C)c1COC(=O)CCc1nc2ccccc2c(=O)[nH]1
compound no.	17	18	19	20	21	22	23	24
Wee1 stabilizer	-2	0	4	0	-3	-1	4	-2
BaF3 parental	7	3	3	6	2	1	4	1
NPY-Y2 PAM-ag	-16	-6	-5	-9	-13	-11	-18	-7
eIF4E 4G PPI	2	1	-4	2	-4	18	1	4
Ba/F3 V617F tox	2	-2	2	-1	2	5	-4	2
S1P4 ag	8.7	-0.7	-1.0	-3.1	0.9	-1.1	-0.5	0.4
Mdm2 ligase inh	-19	-17	x	x	-11	-17	-44	-4
PERK inh	2.1	0.7	-0.2	-0.6	0.2	-0.9	1.2	-0.2
S1P4 antag	-6	-15	-1	8	-14	-5	74*	1

25	C=CCn1c(=NC(=O)c2cc(Cl)sc2Cl)sc2cc(S(N)(=O)=O)ccc21
26	COc1ccc2c(c1)[nH]c1c(=O)n(CCN3CCCC3)cnc12
27	CC(=O)Nc1ccc(N2C(=O)c3cccc(NC(C)=O)c3C2=O)cc1
28	Cc1oc(-c2ccc(Cl)cc2)nc1CN1CCCC(C(=O)N2CCN(C(=O)c3ccco3)CC2)C1 (centres undefined)
29	CC(C(=O)NC1CCCC1)N1CCN(Cc2ccccc2)CC1 (centres undefined)
30	Cc1ccc(Cl)cc1N1CCN(C(=O)c2cc3c(=O)n(C)c4ccccc4c3n2C)CC1
31	CC(=O)c1ccc(NC(=O)CN2C(=O)COc3ccc(Cl)cc32)cc1
32	Cc1ccc(-c2nnn(CC(=O)N(Cc3ccccc3)C(C(=O)NC3CCCC3)c3ccncc3)n2)o1 (centres undefined)
compound no.	25	26	27	28	29	30	31	32
Wee1 stabilizer	2	1	0	-1	2	3	-1	-1
BaF3 parental	6	0	3	2	4	8	4	4
NPY-Y2 PAM-ag	-20	15	13	17	-10	4	23	8
eIF4E 4G PPI	-5	12[fluorescence artefact?]	-2[fluorescence artefact?]	-4[fluorescence artefact?]	2	0	-2	-4
Ba/F3 V617F tox	2	-4	0	0	5	-1	-2	-2
S1P4 ag	1.9	1.0	2.6	1.1	-0.9	0.9	-2.5	0.7
Mdm2 ligase inh	-12	-1	0	-13	-11	-43	-12	-1
PERK inh	0.1	-1.0	0.9	-0.9	-0.2	-0.2	1.1	-2.0
S1P4 antag	6	-5	-10	-7	3	-27	1	0

33	CCSc1nnc(NC(=O)C(Cc2ccccc2)n2cccc2)s1 (centres undefined)
34	Cc1nc(Nc2ccc(Cl)cc2)c2nnn(Cc3ccccc3)c2n1
35	Cc1ccc(C)c(NC(=S)NC(NC(=O)Cc2ccccc2)C(Cl)(Cl)Cl)c1 (centres undefined)
36	COc1cc(C(=O)NCCC(=O)NCCN2CCOCC2)cc(OC)c1OC
37	O=C(C1CCN(S(=O)(=O)c2cnc[nH]2)CC1)N(CCc1ccccc1)Cc1ccccc1
38	CCn1ncc(NC(=S)NCCc2ccccc2)c1C(N)=O
39	CCSc1n[nH]c(=O)[nH]c1=O
40	COc1cc2c(cc1OC)C(c1ccc(-c3ccccc3Cl)o1)=NCC2
compound no.	33	34	35	36	37	38	39	40
Wee1 stabilizer	0	1	2	-2	-1	1	-3	4
BaF3 parental	0	-1	2	6	5	2	-2	2
NPY-Y2 PAM-ag	8	-2	-14	23	10	-1	3	-6
eIF4E 4G PPI	2	6	-2[fluorescence artefact?]	5	2	3	0	-2
Ba/F3 V617F tox	-3	-3	-2	-1	0	3	3	2
S1P4 ag	1.8	0.3	-0.1	1.1	-0.9	-1.6	1.3	2.2
Mdm2 ligase inh	-6	-2	-9	-5	x	-7	-8	-49
PERK inh	0.6	1.1	0.5	0.8	0.8	-0.6	-0.1	-1.9
S1P4 antag	-9	-19	-17	-3	4	-2	-14	22

41	Cc1cc(C)n(-c2ccc(C(=O)OCc3ccccc3)cc2)n1
42	CO/N=C/c1ccc(N2CCN(C(=O)c3cccc(C(F)(F)F)c3)CC2)c([N+](=O)[O-])c1
43	O=C(NCCc1ccccc1)c1ccc(=O)[nH]c1
44	O=C(C1=C[C@@H](C2CC2)C[C@@H](OCCCCO)O1)N1CCN(Cc2ccc3c(c2)OCO3)CC1
45	O=C(c1ccncc1)N1N=C(C2CC2)CC1(O)C(F)(F)F (centres undefined)
46	COc1cccc(CN2CCN(Cc3nc(-c4cccc(F)c4F)oc3C)CC2=O)c1
47	Cc1ccc(C)c(OCCCNC2CCCC2)c1C
48	CC1CCCN(C(=O)COc2ccc(-c3ccccc3)cc2)C1 (centres undefined)
compound no.	41	42	43	44	45	46	47	48
Wee1 stabilizer	1	-2	-2	1	-1	-4	5	-3
BaF3 parental	2	0	-1	6	11	4	2	6
NPY-Y2 PAM-ag	-6	2	2	2	-3	-8	-3	-11
eIF4E 4G PPI	5	1	-3	0	4	2	3	5
Ba/F3 V617F tox	-2	-3	-4	4	3	-4	2	-2
S1P4 ag	1.3	0.3	-1.5	-2.3	0.6	0.8	0.4	1.0
Mdm2 ligase inh	-6	-14	-11	x	2	-3	0	-5
PERK inh	0.5	0.1	1.6	-0.8	2.0	0.7	1.9	1.6
S1P4 antag	1	-3	2	1	2	-8	-2	14

# Pulled by compound from the list above (6):
42	CO/N=C/c1ccc(N2CCN(C(=O)c3cccc(C(F)(F)F)c3)CC2)c([N+](=O)[O-])c1
46	COc1cccc(CN2CCN(Cc3nc(-c4cccc(F)c4F)oc3C)CC2=O)c1
45	O=C(c1ccncc1)N1N=C(C2CC2)CC1(O)C(F)(F)F (centres undefined)
43	O=C(NCCc1ccccc1)c1ccc(=O)[nH]c1
48	CC1CCCN(C(=O)COc2ccc(-c3ccccc3)cc2)C1 (centres undefined)
44	O=C(C1=C[C@@H](C2CC2)C[C@@H](OCCCCO)O1)N1CCN(Cc2ccc3c(c2)OCO3)CC1
compound no.	42	46	45	43	48	44
Wee1 stabilizer	-2	-4	-1	-2	-3	1
BaF3 parental	0	4	11	-1	6	6
NPY-Y2 PAM-ag	2	-8	-3	2	-11	2
eIF4E 4G PPI	1	2	4	-3	5	0
Ba/F3 V617F tox	-3	-4	3	-4	-2	4
S1P4 ag	0.3	0.8	0.6	-1.5	1.0	-2.3
Mdm2 ligase inh	-14	-3	2	-11	-5	x
PERK inh	0.1	0.7	2.0	1.6	1.6	-0.8
S1P4 antag	-3	-8	2	2	14	1

# Other compounds follow:
49	COc1cc(NC(=O)CN(C)S(=O)(=O)c2ccc3nc(C)sc3c2)cc(OC)c1
50	COc1cccc(-n2nc3c(-n4ncc(C#N)c4N)nnc(C)c3c2C)c1
51	Cn1c(SCc2nc(-c3ccccc3)no2)nnc1-c1cccs1
52	COc1ccc(CC(=O)O)cc1O
53	Cc1ccc(SCc2[nH]nc3c2C2(C(=O)Nc4ccc(F)cc42)C(C#N)=C(N)O3)cc1 (centres undefined)
compound no.	49	50	51	52	53
Wee1 stabilizer	-4	5	1	6	3
BaF3 parental	-2	-1	5	-2	1
NPY-Y2 PAM-ag	16	-5	-1	-1	7
eIF4E 4G PPI	4	2	0	-1	15[fluorescence artefact?]
Ba/F3 V617F tox	-2	-4	0	-1	-3
S1P4 ag	-2.8	-1.0	1.1	-0.1	-0.8
Mdm2 ligase inh	-8	9	-10	x	x
PERK inh	0.6	0.8	0.5	1.7	1.0
S1P4 antag	-3	5	-2	8	-5
